MPTP inh = permeability transition pore inhibition. isolated mouse mitochondria, Ca2+ swelling absorbance, 30 min. inhibition, % at 10 µM. hit rate 1.4% among 360,000;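 active = inhibition of 50% or more, scaled per plate between neutral and stimulator controls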;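 note: 0% = DMSO wells given calcium and 100% = 1 mM EGTA wells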
SENP6 block = inhibitors of human SENP6 protease; Recombinant SENP6 catalytic domain, aminoluciferin luminescence; Q9GZR1; hit rate 1.8% among 330,000; inhibition, % at 10 µM;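 active = inhibition above about 50% at the single tested dose, limit read from the data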;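 note: plate controls were DMSO wells with enzyme for no effect and DMSO wells lacking enzyme for full effect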
GRIN3A LBD mod = NR3A (human) ligand-binding domain modulation; hit rate 2.5% among 340,000; NR3A LBD differential scanning fluorimetry, Tm shift; 0% = protein alone, 100% = glycine-bound protein; Tm shift relative to glycine control, % at 25 µM;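 active = melting temperature shift of at least 10% of the positive control shift, at one fixed dose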
SENP7 block = SENP7 protease inhibition. recombinant SENP7, Z-RLRGG-aminoluciferin luminescence, 40 min. inhibition, % at 5 µM. hit rate 1.5% among 330,000. AID 434973;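 active = inhibition above about 50% at the single test dose, limit read from the data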;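 note: plate controls were DMSO with enzyme for no effect and no enzyme buffer wells for full effect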
HKDC1 inhibitor = blocks human hexokinase HKDC1 activity; recombinant HKDC1, G6PDH/diaphorase resazurin coupled fluorescence; inhibition, % at 20 µM; Q2TB90; hit rate 0.16% among 340,000;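 active = inhibition above about 35% when tested at 20 µM, limit read from the data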;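 note: plate controls were DMSO wells with enzyme for no effect and DMSO wells lacking enzyme for full effect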
Target sequence (Q2TB90 whole entry, looked up): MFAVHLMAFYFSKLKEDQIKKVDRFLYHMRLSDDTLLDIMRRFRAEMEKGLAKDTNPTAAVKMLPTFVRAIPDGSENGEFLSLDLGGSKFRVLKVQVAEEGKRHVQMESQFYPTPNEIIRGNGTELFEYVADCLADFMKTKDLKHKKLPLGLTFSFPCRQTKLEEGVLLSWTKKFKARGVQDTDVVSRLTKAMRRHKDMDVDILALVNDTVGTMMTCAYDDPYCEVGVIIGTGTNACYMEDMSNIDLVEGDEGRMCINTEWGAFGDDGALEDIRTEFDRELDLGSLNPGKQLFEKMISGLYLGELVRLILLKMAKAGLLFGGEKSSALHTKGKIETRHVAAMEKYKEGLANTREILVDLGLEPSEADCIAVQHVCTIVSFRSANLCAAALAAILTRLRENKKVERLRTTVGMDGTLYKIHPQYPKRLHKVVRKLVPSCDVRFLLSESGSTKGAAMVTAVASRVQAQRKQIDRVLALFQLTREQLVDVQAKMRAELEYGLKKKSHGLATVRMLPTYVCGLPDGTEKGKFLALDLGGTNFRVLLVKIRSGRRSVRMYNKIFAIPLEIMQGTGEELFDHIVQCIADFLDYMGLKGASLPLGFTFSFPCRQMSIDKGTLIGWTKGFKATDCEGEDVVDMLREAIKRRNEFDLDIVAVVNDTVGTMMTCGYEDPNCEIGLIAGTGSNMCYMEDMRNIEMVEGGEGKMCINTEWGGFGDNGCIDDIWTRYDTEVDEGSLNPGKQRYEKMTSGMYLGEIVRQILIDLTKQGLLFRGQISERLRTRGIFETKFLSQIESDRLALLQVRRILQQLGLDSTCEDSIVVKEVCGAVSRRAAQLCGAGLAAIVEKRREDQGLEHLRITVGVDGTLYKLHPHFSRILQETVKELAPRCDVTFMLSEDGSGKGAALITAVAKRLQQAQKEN
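test system = in-house recombinant HK5 (HKDC1) enzyme | amount = HKDC1 at 5 µg/mL | control set = DMSO-enzyme wells negative, buffer-substituted wells positive | compound = one dose of 20 µM, 1% DMSO | schedule = reaction time 90 min, room temperature, protected from light | technique = resorufin fluorescence at 613 nm | reagent = glucose with 1 mM ATP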
ATG4B inhibitor = inhibitors of human ATG4B cysteine protease. hit rate 0.51% among 340,000. inhibition, % at 8.33 µM. Q9Y4P1. ATG4B cleavage of LC3-PLA2, NBD-HPC fluorescence, 1 h. AID 504462; in the data active = inhibition above about 40%
PfGluPho inh = PfG6PD (Plasmodium falciparum) enzyme inhibition | PfGluPho enzyme, NADPH resazurin-diaphorase fluorescence | inhibition, % at 20 µM | hit rate 0.78% among 350,000;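 active = inhibition reaching at least a set limit at 20 µM in the primary screen, cut at about 59% in these data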;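 note: 0% = DMSO wells with substrate and 100% = DMSO wells lacking glucose-6-phosphate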
SENP8 block = blocks human SENP8 cleavage of Nedd8 substrate; Q96LD8; recombinant SENP8, Nedd8 substrate fluorescence; inhibition, % at 20 µM; hit rate 0.64% among 360,000; in the data active = inhibition mostly above about 40%, no sharp cut-off; inactive = mostly below about 27%
* = called active by the depositor; . = not tested or not shown.

Short keys: A = MPTP inh; B = SENP6 block; C = GRIN3A LBD mod; D = SENP7 block; E = HKDC1 inhibitor; F = ATG4B inhibitor; G = PfGluPho inh; H = SENP8 block
(1) CCOC(=O)c1sc2nc(SC)nc(-c3ccccc3)c2c1N
  A = 3.5; B = -2; C = -2; D = 4; E = -3; F = -12; G = 3; H = 11

(2) CC(C)Cc1nnc(NC(=O)CC(=O)Nc2ccccc2C(=O)O)s1
  A = -4.2; B = 70*; C = 2; D = 40; E = 3; F = 4; G = -8; H = 13

(3) COc1ccccc1NC(=O)N(c1c(N)n(Cc2ccccc2)c(=O)[nH]c1=O)C1CCCC1
  A = 1.6; B = -13; C = 3; D = -2; E = 1; F = -10; G = 2; H = 7

(4) Nn1c(SCc2ccccc2)nc2c(cnn2-c2ccccc2)c1=O
  A = 1.6; B = 62*; C = 1; D = 43; E = -10; F = 10; G = 7; H = 9

(5) Cc1cc(C(=O)C(=O)O)c(C)n1-c1ccc(Cl)c(Cl)c1
  A = -0.9; B = -12; C = -2; D = 10; E = -8; F = -5; G = 0; H = 5

(6) Cc1ccc(C(=O)NCC(C)(C)O)cc1
  A = 0.3; B = -7; C = -2; D = -3; E = 1; F = -7; G = -3; H = 13

(7) COc1ccc(/C=N/NC(=O)c2nc(Cl)c(Cl)c(N)c2Cl)cc1COc1ccc(F)cc1F
  A = -1.1; B = -13; C = 10*; D = -3; E = -6; F = -9; G = 5; H = -216

(8) CSCC[C@H](NC(=O)COc1ccc(Cl)cc1)c1nc2ccccc2[nH]1
  A = 6.1; B = 0; C = -2; D = -2; E = 6; F = 2; G = -27; H = 6

(9) COc1cc(NC(=O)CCc2ccccc2)c(C(=O)O)cc1OC
  A = -7.8; B = -3; C = 0; D = 11; E = 1; F = -8; G = 14; H = 5

(10) O=S(=O)(c1ccc(F)cc1)N1CCN(S(=O)(=O)c2ccc3c(c2)OCCO3)CC1
  A = -0.6; B = 0; C = -1; D = 6; E = -6; F = 1; G = -3; H = 18

(11) S=C(NC1CCCCC1)N1CCN(c2ccccn2)CC1
  A = 3.1; B = 5; C = 0; D = -1; E = -6; F = 4; G = -6; H = -15

(12) CCOC(=O)C1CCN(C(=O)c2oc3ccc(S(=O)(=O)N4CCCCCC4)cc3c2C)CC1
  A = 1.3; B = 2; C = 1; D = 0; E = 5; F = -13; G = -11; H = 27

(13) Cc1cc2cc(CNC(=O)Nc3cccc(Cl)c3)ccc2n1C
  A = 3.5; B = 6; C = 0; D = -4; E = -1; F = 4; G = 4; H = -11

(14) Cc1nc2c(C(=O)NCc3ccccc3)c[nH]n2c(=O)c1Cl
  A = -1.1; B = -1; C = -7; D = -5; E = -6; F = -2; G = 14; H = -116

(15) COc1ccc(-c2nc(-c3ccccn3)no2)cc1
  A = 0.1; B = 98*; C = -1; D = 100*; E = -9; F = -7; G = 3; H = 10

(16) CC(C)(C)NC(=S)N/N=C/c1c(Cl)cccc1Cl
  A = 0.7; B = -1; C = -1; D = 2; E = -5; F = 1; G = -5; H = 17

(17) COc1ccc(CSc2cccc3cccnc23)cc1[N+](=O)[O-]
  A = 1.3; B = -17; C = 2; D = -6; E = -2; F = -9; G = 54; H = -8

(18) COc1ccc(/C=N/NC(=O)c2cc(-c3ccccc3)nc3ccccc23)c(OC)c1
  A = 0.6; B = -14; C = 3; D = -5; E = -3; F = -13; G = -2; H = -17

(19) CCc1ccc(S(=O)(=O)/N=C2\C=C(Nc3ccc(C(=O)O)cc3)C(=O)c3ccccc32)cc1
  A = 5.4; B = 92*; C = 1; D = 63*; E = 54*; F = 25; G = 65*; H = 44*

(20) O=C(O)CSC1CC(=O)N(c2ccc(Cl)c(Cl)c2)C1=O (stereo not drawn)
  A = -2.8; B = -9; C = 8; D = 9; E = -1; F = 9; G = -32; H = 14

(21) CN(C)C(CNC(C(=O)Nc1ccc([N+](=O)[O-])cc1Br)c1ccccc1)c1ccccc1 (stereo not drawn)
  A = 5.8; B = 4; C = 0; D = 4; E = 2; F = -4; G = 7; H = 15

(22) Nc1cc2nn(-c3ccccc3)nc2cc1Cl
  A = 0.7; B = .; C = -8; D = .; E = 22; F = 10; G = 5; H = -420

(23) COc1cccc(C(=O)N2CCOCC2)c1
  A = -1.1; B = -5; C = 1; D = 4; E = 2; F = 2; G = -18; H = 20

(24) CCOc1ccc(S(=O)(=O)NCCC(=O)NCc2ccc(OC)c(OC)c2)cc1
  A = -1.5; B = -7; C = 3; D = 2; E = -2; F = -8; G = 9; H = 6

(25) CCc1noc(C)c1C(=O)N1CCCC1
  A = -2.9; B = 6; C = 1; D = -10; E = -5; F = 0; G = -11; H = 16

(26) O=c1[nH]c(-c2ccncc2)nc2ccccc12
  A = -7.3; B = -6; C = 1; D = 5; E = -11; F = -12; G = 58; H = 0

(27) O=C(CSc1nnnn1C1CCCC1)N1CCOCC1
  A = 0.7; B = -1; C = 1; D = -3; E = -10; F = -1; G = -26; H = 9

(28) Cc1onc(-c2ccccc2Cl)c1C(=O)N1C=CC(C(F)(F)Cl)=NCC1
  A = 1.4; B = -6; C = 2; D = 0; E = 4; F = -11; G = -10; H = 0

(29) COc1cc2c(cc1OC)[C@@H](NC(=O)CCc1ccccc1)[C@H](O)C2
  A = 0.6; B = .; C = 2; D = 6; E = -3; F = 6; G = -14; H = 18

(30) O=C1c2ccccc2C(=O)C1c1ccc(Br)cc1
  A = 0.1; B = 94*; C = -1; D = 1; E = -4; F = 2; G = 3; H = 8

(31) O=C(NC1CCCCCC1)c1ccc(CS(=O)(=O)Cc2ccccc2F)o1
  A = -1.3; B = -12; C = -1; D = -3; E = -2; F = 2; G = 0; H = 6

(32) Cc1ccccc1NC(=O)Cc1nc(COC(=O)c2cc([N+](=O)[O-])ccc2NCCO)cs1
  A = 0.6; B = -24; C = -11; D = 0; E = 1; F = -5; G = 14; H = 9

(33) Cc1cc(C)cc(NC(=O)N2CCC(NC(=O)c3ccco3)CC2)c1
  A = -0.1; B = -19; C = 0; D = -6; E = -7; F = -4; G = -15; H = 4

(34) N#CC1=C(N)NC(SCc2ccc(Cl)cc2)=C(C#N)C12CCCCC2
  A = 16; B = -24; C = 6; D = -7; E = 3; F = 4; G = 16; H = 14

(35) Cc1nn(Cc2ccc(F)cc2)c(C)c1NC(=O)c1cnn2c1NC(c1ccccc1)CC2C(F)(F)F (stereo not drawn)
  A = -1.8; B = -7; C = 0; D = 5; E = 15; F = -5; G = 5; H = 11

(36) CCOc1ccc(-n2nc3c(=O)[nH]nc(C)c3c2C)cc1
  A = 0.3; B = -3; C = -2; D = 0; E = -2; F = -5; G = -1; H = 25

(37) O=c1c2ccccc2oc2cc(OCc3ccc(F)cc3)cc(O)c12
  A = 2.3; B = 13; C = -2; D = -1; E = 3; F = -2; G = 4; H = -74

(38) O=Cc1ccc2cccnc2n1
  A = -0.9; B = 0; C = 1; D = 0; E = 5; F = -4; G = -9; H = 8

(39) COc1cccc(NC(=O)CN(C)C(=O)c2c(C)noc2C)c1
  A = 0.2; B = 15; C = -1; D = 3; E = -1; F = 12; G = -7; H = 20

(40) CCOc1cccc(-c2nnc(SCC(=O)Nc3cccc(OC)c3)n2N)c1
  A = 0.2; B = .; C = -1; D = .; E = 9; F = -2; G = 14; H = 17

(41) CC(NC(=O)c1ccc(Br)s1)c1ccncc1 (stereo not drawn)
  A = 0.4; B = 5; C = 0; D = 8; E = -5; F = 3; G = -13; H = 15

(42) CCC(=O)Nc1cccc(-c2nc3ccccc3o2)c1
  A = 0.3; B = -16; C = -3; D = -7; E = 2; F = -13; G = 0; H = -9

(43) COc1ccc(NC(=O)COC(=O)CN2C(=O)C3CCCCC3C2=O)cc1OC (stereo not drawn)
  A = 2.3; B = -6; C = 6; D = -3; E = -3; F = 2; G = -13; H = 7

(44) CC(C)(CO)CNC(=O)CCc1nnc(-c2ccc(-c3ccccc3)cc2)o1
  A = 0.3; B = -10; C = -1; D = -15; E = -3; F = -13; G = -19; H = -11

(45) Cc1csc(NC(=O)C2CCN(S(=O)(=O)c3ccccc3)CC2)n1
  A = -0.2; B = -3; C = 2; D = 8; E = 2; F = 2; G = -8; H = 12

(46) CC1CC(C)CN(c2cc(N(C)CCO)c([N+](=O)[O-])c3nonc23)C1 (stereo not drawn)
  A = -2.7; B = -4; C = 1; D = 1; E = -2; F = -7; G = 11; H = 34

(47) Cc1ccc(NC(=O)c2ncn(CC(=O)N[C@H](CO)Cc3c[nH]c4ccccc34)n2)cc1C
  A = -1.0; B = .; C = -2; D = -5; E = -5; F = -14; G = -2; H = 3

(48) COc1ccc(-c2cn3cccnc3n2)cc1Br
  A = 0.6; B = -13; C = -2; D = -11; E = -6; F = -6; G = 5; H = -400

(49) O=CNCCc1nc2ccccc2n1CCc1ccccc1
  A = 0.1; B = 14; C = 4; D = -6; E = -3; F = -5; G = 8; H = 5

(50) NS(=O)(=O)c1ccc(CCN2C(=O)CCC2=O)cc1
  A = -0.5; B = -5; C = 2; D = -4; E = -1; F = 14; G = -16; H = 12

Another view of part of the listing above.
#47 Cc1ccc(NC(=O)c2ncn(CC(=O)N[C@H](CO)Cc3c[nH]c4ccccc34)n2)cc1C
  MPTP inh = -1.0; SENP6 block = .; GRIN3A LBD mod = -2; SENP7 block = -5; HKDC1 inhibitor = -5; ATG4B inhibitor = -14; PfGluPho inh = -2; SENP8 block = 3

#35 Cc1nn(Cc2ccc(F)cc2)c(C)c1NC(=O)c1cnn2c1NC(c1ccccc1)CC2C(F)(F)F (stereo not drawn)
  MPTP inh = -1.8; SENP6 block = -7; GRIN3A LBD mod = 0; SENP7 block = 5; HKDC1 inhibitor = 15; ATG4B inhibitor = -5; PfGluPho inh = 5; SENP8 block = 11

#38 O=Cc1ccc2cccnc2n1
  MPTP inh = -0.9; SENP6 block = 0; GRIN3A LBD mod = 1; SENP7 block = 0; HKDC1 inhibitor = 5; ATG4B inhibitor = -4; PfGluPho inh = -9; SENP8 block = 8

(next part)
Short keys: A = MPTP inh; B = SENP6 block; C = GRIN3A LBD mod; D = SENP7 block; E = HKDC1 inhibitor; F = ATG4B inhibitor; G = PfGluPho inh; H = SENP8 block
(51) CC(C)(C)/C(O)=C/c1nc2ccccc2[nH]c1=O
  A = -4.6; B = -7; C = 2; D = -4; E = -14; F = 8; G = -2; H = -14

(52) O=C(NCc1ccccn1)C1CCCN(Cc2cnn(-c3ccccc3)c2-n2cccc2)C1 (stereo not drawn)
  A = 1.0; B = -9; C = -1; D = 2; E = -9; F = -4; G = -9; H = 11

(53) COc1ccc2c(OC)c3ccoc3nc2c1OC
  A = -0.6; B = -14; C = 1; D = 2; E = -2; F = -13; G = -3; H = 6

(54) CCc1ccccc1Nc1nc2ccccc2[nH]1
  A = 9.4; B = -37; C = -1; D = 4; E = -3; F = 10; G = 2; H = 22

(55) NNC(=O)c1oc2nc(-c3ccc(Cl)cc3)cc(-c3ccccc3)c2c1N
  A = -1.7; B = .; C = -9; D = .; E = 0; F = -11; G = -6; H = -299

(56) COc1ccc(-c2noc(C3CCCN(C(=O)c4cccc(C)c4)C3)n2)cc1 (stereo not drawn)
  A = -0.1; B = -2; C = 2; D = 6; E = -4; F = 4; G = -8; H = 13

(57) CCOc1cc(/C=N/NC(=O)c2cccnc2)ccc1OCC(N)=O
  A = -0.8; B = -15; C = 2; D = -4; E = -3; F = 3; G = -10; H = -7

(58) Cc1ccc(S(=O)(=O)N(CC(O)CN2C(=O)NC(C)(C)C2=O)c2cccc([N+](=O)[O-])c2)cc1 (stereo not drawn)
  A = -1.0; B = -4; C = 1; D = -6; E = -3; F = -8; G = 1; H = 28

(59) CCN1C/C(=C/c2sccc2C)c2nc3ccccc3c(C(=O)O)c2C1
  A = 1.7; B = -15; C = -1; D = -2; E = 6; F = 4; G = 10; H = -49

(60) CN(C[C@H](c1ccccc1)N(C[C@H](Cc1ccccc1)N(CCc1ccccc1)N=O)N=O)N=O
  A = 0.1; B = 0; C = -19; D = -11; E = 2; F = -3; G = 24; H = 16
